Screens: PubChem BioAssay, Broad Institute
miR122 inh: miR-122 Renilla sensor signal increase in Huh7, primary screen, miR-122 inhibitor project, cell-based, single point, plate reader; activation (reporter increase), % at 12.5 µM; hit rate 0.3% among 340,000; Huh7 miR-122 Renilla luciferase sensor, 48 h; neutral wells = 0, positive control = 100;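 active means mean replicate activation score at least 90 and every replicate individually at or above 90; inconclusive means only one of the two criteria met; inactive means neither criterion met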;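 further: higher luciferase means less miR-122 activity so hits act as miR-122 inhibitors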
Statin myotox sup: suppressors of statin myotoxicity in C2C12 myotubes, primary screen, cell-based, single point, plate reader; rescue of ATP level, % at 7.49 µM; AID 602340, 2012; hit rate 0.78% among 330,000; C2C12 myotubes + simvastatin, ATP luminescence, 48 h; scaled: DMSO 0, geranylgeraniol control 100;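 active means mean ATP rescue above about 67%, or every replicate alone reaching that limit, limit read from the data, passing the limit was not always enough; inconclusive means no clear call, values can overlap the other calls; inactive means mean under the limit and some replicate under it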;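 further: myotubes were challenged with 10 µM simvastatin during compound exposure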
ERp5 inh: inhibitors of ERp5-driven insulin aggregation, primary screen, biochemical, turbidity, absorbance 650 nm, single point; Protein disulfide-isomerase A6 (Homo sapiens), Q15084; 90 min; inhibition, % at 9.99 µM; hit rate 0.05% among 350,000; AID 651711, 2012;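 active means mean replicate inhibition above about 25%, with every replicate also reaching it, limit read from the data, passing the limit was not always enough; inconclusive means only one of those two criteria met; inactive means neither criterion met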
Target sequence (Q15084 whole entry, looked up): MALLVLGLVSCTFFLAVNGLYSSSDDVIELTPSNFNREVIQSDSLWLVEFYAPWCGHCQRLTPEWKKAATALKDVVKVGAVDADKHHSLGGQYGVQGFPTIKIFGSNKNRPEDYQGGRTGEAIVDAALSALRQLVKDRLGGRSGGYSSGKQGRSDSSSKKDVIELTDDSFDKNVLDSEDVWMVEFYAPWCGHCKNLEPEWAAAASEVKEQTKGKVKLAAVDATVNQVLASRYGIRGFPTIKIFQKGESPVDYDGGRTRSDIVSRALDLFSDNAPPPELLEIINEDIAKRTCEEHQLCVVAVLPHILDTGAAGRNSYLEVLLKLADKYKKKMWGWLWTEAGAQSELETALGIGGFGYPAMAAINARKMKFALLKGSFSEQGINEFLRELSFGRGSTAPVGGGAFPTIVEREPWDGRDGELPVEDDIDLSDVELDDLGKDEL
esBAF inh: Bmi1 luciferase reporter increase in mESCs, primary screen, esBAF inhibitor project, mouse ES cells, Bmi1 luciferase knock-in, single point; reporter increase, % at 12.5 µM; hit rate 2% among 350,000; 24 h; 100% = twice the neutral-well signal; in the data active means activation above about 40%; inconclusive means no clear call, values can overlap the other calls;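 further: 0% = median of the plate's neutral control wells and 100% = double that signal; a rise in the Bmi1 reporter signal indicates esBAF inhibition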
SIRT5 block: SIRT5 desuccinylase inhibitors, primary screen, biochemical, fluorescence imaging, single point, set 5; AID 652115, 2013; NAD-dependent protein deacylase sirtuin-5, mitochondrial (Homo sapiens), Q9NXA8; hit rate 1.1% among 330,000; inhibition, % at 15 µM; Purified SirT5, succinyl-peptide AMC, trypsin-coupled fluorescence; in the data active means inhibition above about 15%; inconclusive means no clear call, values can overlap the other calls
Target sequence (Q9NXA8 whole entry, looked up): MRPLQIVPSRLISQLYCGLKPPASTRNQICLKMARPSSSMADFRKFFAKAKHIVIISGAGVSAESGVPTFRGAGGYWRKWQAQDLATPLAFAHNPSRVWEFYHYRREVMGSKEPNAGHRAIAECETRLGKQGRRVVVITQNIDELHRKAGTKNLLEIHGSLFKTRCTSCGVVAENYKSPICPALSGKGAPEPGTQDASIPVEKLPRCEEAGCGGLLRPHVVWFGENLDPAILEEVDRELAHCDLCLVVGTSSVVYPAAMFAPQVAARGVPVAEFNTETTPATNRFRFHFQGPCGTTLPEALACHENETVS
Cneo AK release: Cryptococcus neoformans cell lysis inducers, primary screen, AK release luminescence, single concentration | C. neoformans lysis, adenylate kinase release luminescence, 4 h; normalised: neutral wells 0, clomiphene wells 100 | lysis activity, % at 15 µM | hit rate 0.2% among 360,000 | AID 651654, 2012;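 active means mean lysis activity across replicates of at least 80%, whatever share of replicates individually reach that level; inactive means mean lysis activity below 80%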
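Material – log-phase Cryptococcus neoformans yeast cells · Input – 5 × 10^6 yeast cells/mL · Medium – fresh YPD growth medium · Doses – single compound concentration per well · Timing – static 4 h at 37 °C with compound, 1 h detection · Detection – adenylate kinase release luminescence · Read-out – signal increase indicating cell lysis · Control set – Clomiphene as positive lysis control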
ARNT-TACC3 inh: disruptors of ARNT/TACC3 protein interaction, primary screen, biochemical, AlphaScreen, single concentration | inhibition, % at 9.99 µM | Transforming acidic coiled-coil-containing protein 3 (Homo sapiens), Q9Y6A5 | AlphaScreen His-ARNT PAS-B/GST-TACC3 binding, luminescence; TACC3 fragment carries E629A point mutation | hit rate 0.66% among 390,000;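 active means mean inhibition of replicates at least 50% and at least half of replicates each reaching 50%; inconclusive means half or more replicates reach 50% but mean below 50%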;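 further: 0% = complete ARNT plus TACC3 wells and 100% = ARNT alone without TACC3; many hits fall short of the cut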
* = called active by the depositor; ? = inconclusive; · = not tested or not shown; & = joins results of further samples; [ ] = remark or other dose.

Second line of a record: ARNT-TACC3 inh	ERp5 inh	miR122 inh	Cneo AK release	SIRT5 block	Statin myotox sup	esBAF inh
> CCOC(=O)C1CCN(C(=S)Nc2cc(OC)c(OC)cc2C(=O)OC)CC1
 : -10	-5	-8	0	1	1	0
> O=C(C1CCCCC1)N1[C@H](CO)[C@H]2c3ccccc3NC[C@H]21
 : -1	1	7[16.7 µM]	2	6	8	-1
> CCOc1cc(CN2CCCC(CNC(=O)c3ccc(F)cc3)C2)ccc1OC (stereo unspecified)
 : 13	3	-1	·	-3	15	0
> COc1ccc(S(=O)(=O)N(C)C[C@H]2Oc3c(NC(=O)c4cnccn4)cccc3C(=O)N([C@H](C)CO)C[C@@H]2C)cc1
 : -8	5	1[16.7 µM]	-3	-4	-4	-3
> C=CCn1c(C)cc(-c2csc(NC(=O)C3=COCCO3)n2)c1C
 : -4	3	-1	-2	1	-3	·
> Cc1ccc(-c2nn(Cc3ccccc3)cc2/C=C/C(=O)O)cc1C
 : -3	·	0	0	·	86*	-5
> Cc1cc(NC(=O)COC(=O)COc2ccc(C(=O)c3ccccc3)cc2)no1
 : -3	·	-3	-2	·	·	-7
> COc1ccccc1N(C)S(=O)(=O)c1ccc(C(=O)NC2CCCCC2)cc1
 : -10	2	7	1	1	8	11
> CCCCn1c(N)c(N(C)C(=O)c2c(C)nn(-c3ccccc3)c2C)c(=O)[nH]c1=O
 : -2	-8	-12	-1	-11	-8	-6
> S=c1[nH]nc(-c2c[nH]c3ccccc23)o1
 : -5	-2	3	1	-9	5	1
> NC(=O)c1c(NC(=O)c2ccccc2)sc2c1CCCC2
 : -2	2	11	4	1	-28	?
> O=C(C[C@H]1C[C@H](C(=O)N2CCCCC2)[C@@]2(CCc3ccccc3)c3[nH]c4ccc(Cl)cc4c3CCN2C1=O)NCCC1=CCCCC1
 : -1	2	-6	3	·	-78	5
> Cc1ccc2c(Cl)cc(Cl)c(OCC(=O)Nc3cc(S(=O)(=O)N(C)C)ccc3C)c2n1
 : -1	7	·	·	1	·	·
> O=C(NCc1cccnc1)c1ccc(Cn2c(=S)[nH]c3ccc(Br)cc3c2=O)cc1
 : -6	-3	2	13	16*	21	20
> C[C@H](CO)N1C[C@H](C)[C@@H](CN(C)Cc2ccc(C(=O)O)cc2)Oc2ccc(NC(=O)Nc3ccccc3)cc2C1=O
 : -8	0	1[16.7 µM]	0	-3	-11	-1
> COCC(=O)NC[C@H]1[C@H](c2ccc(C3=CCCC3)cc2)[C@H](CO)N1C(C)=O
 : -9	-5	-6[16.7 µM]	-3	-1	-6	2
> O=C(NCc1ccccc1)C12CC3CC(CC(Cl)(C3)C1)C2
 : ·	-2	3	-1	-3	·	·
> Cc1cc(N2CCOCC2)nc(N2CCOCC2)c1C#N
 : ·	-1	-2	-3	1	5	-6
> COCCNC(=O)c1ccccc1NC(=O)Nc1ccccc1
 : -11	0	·	·	3	·	·
> O=C(NN1C(=O)C2CC=C(Cl)CC2C1=O)c1ccncc1 (stereo unspecified)
 : -7	-8	-5	0	-3	2	-5
> Cc1cccc(CSc2ccc(S(=O)(=O)N3CCCC3)cn2)c1
 : -10	-5	-7	-1	1	22	2
> Clc1ccc(CSc2nnc(-c3c[nH]c4ccccc34)o2)cc1
 : -3	·	-7	5	·	22	-5
> CC(=O)Nc1ccc(C(=O)CN2CCN(c3ccccc3)CC2)cc1
 : -4	0	2	-1	3	-19	21
> CCN(CC)S(=O)(=O)c1cccc(C(=O)OCC(=O)c2ccc3c(c2)OCCO3)c1
 : 1	·	0	-11	·	·	·
> NC(=O)CSc1nnc(Cc2cccs2)n1C1CCCCC1
 : -2	·	-1	0	·	4	2
> CCCNC(=S)NNC(=O)c1cc(C2CC2)nc2ccccc12
 : -13	-14	19	-1	-2	2	-2
> CCCC(=O)Nc1ccc(N2CCN(C(=O)c3ccccc3C)CC2)cc1
 : -18	·	7	6	·	-14	-7
> N#C/C(=C\c1cn(CCOc2ccccc2)c2ccccc12)C(=O)NCC1CCCO1 (stereo unspecified)
 : 10	·	3	-7	·	·	18
> FC(F)(F)Oc1ccccc1C(c1nnnn1Cc1ccccc1)N1CCN(C/C=C/c2ccccc2)CC1 (stereo unspecified)
 : ·	1	-7	-12	-2	0	-3
> COc1ccc(S(=O)(=O)Nc2cccc3c2O[C@H](CN(C)S(=O)(=O)c2ccc(C)cc2)[C@@H](C)CN([C@@H](C)CO)C3=O)cc1
 : 9	·	5[16.7 µM]	0	·	1	-3
> Cc1ccccc1/C=C/C(=O)N1CCOCC1
 : 0	4	2	-1	0	7	40
> COCC(=O)N1C[C@H](C)[C@H](OC)CN(C)C(=O)c2cc(NC(=O)Nc3cccc(F)c3)ccc2OC[C@@H]1C
 : -2	1&3	·	0	3&-2	26	5
> CCC(=O)N(C)C[C@@H]1Oc2cc(C#Cc3ccccc3)ccc2S(=O)(=O)N([C@@H](C)CO)C[C@H]1C
 : 2	-5	26[16.7 µM]	-2	4	1	-1
> Cc1nnc2n1N=CC=C(c1ccccc1)S2
 : -2	-5	-6	-2	-2	19	0
> O=C(NCCc1ccc(Cl)cc1)C1CCN(S(=O)(=O)c2cccs2)CC1
 : -6	·	-1	-2	·	-18	1
> CCNc1nc(NC(C)(C)C)nc(N(CC)n2cnnc2)n1
 : 2	·	-7	2	·	-3	3
> CCOc1cc(Br)c(COc2ccc(C)nc2[N+](=O)[O-])cc1OCC
 : 0	3	·	2	-2	-5	-7
> O=C(Cc1cccc(NC(=O)C2CCCN(C(=O)C3CCC3)C2)c1)Nc1ccc(C(=O)N2CCOCC2)cc1 (stereo unspecified)
 : 0	-3	·	0	1	7	7
> COC(=O)c1cc(=O)cc(C(=O)OC)o1
 : -2	·	-12	-1	·	17	0
> C[C@H]1CN([C@@H](C)CO)C(=O)Cc2cc(NC(=O)Nc3cccc4ccccc34)ccc2O[C@@H]1CN(C)S(=O)(=O)c1cn(C)cn1
 : ·	7	1[16.7 µM]	-2	4	-5	-5
> CCCSC1=NN2CCCC(=O)N=C2S1
 : -9	1	-5	-2	-2	4	5
> COc1ccc(Cn2nc(C)n(N(C)c3ncc(C(F)(F)F)cc3Cl)c2=O)cc1
 : 30	·	0	9	·	-16	8
> CCOC(=O)C1CCN(C(=O)c2ccc(Oc3cc(Cl)cc(Cl)c3)o2)CC1
 : -3	-1	-3	2	-1	-1	1
> O=C(NCc1ccccc1)c1ccc(=O)[nH]n1
 : -2	·	-10	-1	·	·	-1
> CC1CCc2sc(C(=O)NCCCn3ccnc3)cc2C1 (stereo unspecified)
 : -3	1	·	1	-1	·	·
> CC(C)C(c1nnnn1C(C)(C)C)N1CCC(Cc2ccccc2)CC1 (stereo unspecified)
 : 0	-3	-4	0	1	·	·
> CC(OC(=O)CNC(=O)c1ccc2ccccc2c1)C(=O)NC1CCCCC1C (stereo unspecified)
 : -14	-2	-4	1	1	2	-1
> CCCCN(C(=O)c1ccc(C)cc1)c1c(N)n(CCC)c(=O)[nH]c1=O
 : -3	0	·	0	1	-3	-5
> N#Cc1cccc(-c2csc(C(O)c3ccco3)n2)c1 (stereo unspecified)
 : ·	3	0	0	4	1	-2
> O=C(CN1CCC(n2nnc3ccccc32)CC1)NCc1cccs1
 : -3	·	0	1	·	·	·
> OCCCc1nc2ccccc2n1CCCCOc1ccccc1
 : -5	3	0	-1	-2	0	2
> O=c1c2ccccc2[nH]c(=S)n1Cc1cccs1
 : 0	4	23	3	-1	·	·
> CN1C(=O)c2cc(NC(=O)c3cnccn3)ccc2OC[C@@H]2O[C@H](CC(=O)N[C@@H]3CCN(Cc4ccccc4)C3)CC[C@@H]21
 : -5	6	-28[16.7 µM]	1	3	18	-5
> Cc1ccc(F)cc1NC(=O)CN1CCN(Cc2ccccc2)CC1
 : -4	5	·	·	-3	·	·
> CCN(c1ccc(C(=O)CN2C(=O)NC3(CCOc4ccccc43)C2=O)cc1)S(C)(=O)=O (stereo unspecified)
 : 3	-2	-2	-1	0	0	10
> C[C@H]1CN([C@@H](C)CO)C(=O)c2cc(NC(=O)Cc3ccccc3)ccc2O[C@@H]1CN(C)C
 : -5	0	0[16.7 µM]	0	0	0	1
> CCN(CC)c1ccc(NC(=O)CSc2n[nH]c(-c3ccco3)n2)cc1
 : 16	-5	·	-1	-1	-6	1
> CCc1ccc(OCCNC(=O)c2ccccc2SCc2ccccc2)cc1
 : -1	·	6	1	·	-1	4
> CC(C)(C)[C@@H]1C=C(C(=O)NC2CC2)O[C@H](OCc2ccc(CO)cc2)C1
 : 0	-1&-1	-16	-1&4	-2&4	-2	0
> C=CCn1c(SC(C)C#N)nc2sc(CC)cc2c1=O (stereo unspecified)
 : -2	6	·	·	-4	·	·

In the list so far, 2 have bromine:
Second line of a record: ARNT-TACC3 inh	ERp5 inh	miR122 inh	Cneo AK release	SIRT5 block	Statin myotox sup	esBAF inh
> O=C(NCc1cccnc1)c1ccc(Cn2c(=S)[nH]c3ccc(Br)cc3c2=O)cc1
 : -6	-3	2	13	16*	21	20
> CCOc1cc(Br)c(COc2ccc(C)nc2[N+](=O)[O-])cc1OCC
 : 0	3	·	2	-2	-5	-7

New compounds follow
Second line of a record: ARNT-TACC3 inh	ERp5 inh	miR122 inh	Cneo AK release	SIRT5 block	Statin myotox sup	esBAF inh
> N=c1n(CCO)c2ccccc2n1Cc1ccc(Cl)cc1
 : -9	·	-8	-4	·	-44	5
> OC[C@@H]1CN(Cc2ccncc2)C[C@H](n2cnc3c(NCc4ccncc4)ncnc32)O1
 : ·	7	-3	-1	·	-32	-3
> COc1ccc(Nc2nc(S(=O)(=O)c3ccc(C)cc3)c(Cl)s2)cc1
 : ·	4	8	0	-3	25	10
> O=C(CCCc1ccccc1)N1CCN(c2ccc([N+](=O)[O-])cc2)CC1
 : 0	·	-17	1	·	6	-9
> CN(C)c1nc2c(c(=O)n(C)c(=O)n2C)n1Cc1ccccc1
 : -6	·	-1	0	·	3	1
> CNC(=O)CN(c1ccc(Oc2ccccc2)cc1)S(=O)(=O)c1ccc(C)cc1
 : -1	-9	-3	-2	-1	29	-3
> Cc1ccc(SCCNC(=O)/C=C/c2cccc([N+](=O)[O-])c2)cc1
 : -13	18	1	1	-1	·	·
> COC(=O)CN(C#N)c1nc(NC(C)C)nc(NC(C)C)n1
 : 8	-2	2	·	-3	5	1
> CN(C(=O)CS(=O)(=O)Cc1ccccc1Cl)c1ccccc1
 : -3	-2	-8	1	0	3	5
> O=C(CN1CCCCC1)Nc1nc(-c2ccccc2)cs1
 : 2	-3	0	-3	-3	-2	55*
> CC1=C(C(=O)Nc2ccc(C)cc2)C(c2ccc(N(C)C)cc2)NC(=O)N1 (stereo unspecified)
 : -27	·	-3	3	·	5	0
> CCOC(=O)CCc1c(C)nc(SCCN2CCCC2)c(C#N)c1C
 : -1	·	-10	0	·	1	-8
> Cc1cc(S(=O)(=O)Nc2nc(CN3CCOCC3)nc3sc4c(c23)CCC4)cc(C)c1C
 : -4	2	·	0	3	11	-5
> O=C(CN(CC1CCCO1)C(=O)CNS(=O)(=O)c1ccc(F)cc1)NCc1ccccc1 (stereo unspecified)
 : 3	-8	5	-1	-3	-2	-6
> O=C(C1CCCC1)N1CCCCN2[C@H](CO)[C@@H](c3ccc(-c4ccncc4)cc3)[C@H]2C1
 : -9	3	-28[16.7 µM]	0	0	·	·
